# High-throughput results as filed in PubChem.
# NCI-60 one-dose screen, 48 h, at 10 µM unless noted. Numbers give growth in % (100 = growth as untreated, 0 = no growth, -100 = all killed).
# T-47D: T-47D breast cancer; hit rate 5% among 79,000
# BT-549: BT-549 breast cancer. hit rate 4.4% among 78,000. AID 1794793
# MCF7: MCF7 breast cancer | hit rate 6.3% among 82,000
# MDA-MB-468: MDA-MB-468 breast cancer; hit rate 8.5% among 78,000; AID 2202374
# MALME-3M: MALME-3M melanoma | hit rate 5.8% among 78,000
# MDA-MB-231: MDA-MB-231 breast cancer. hit rate 5% among 81,000. AID 1794789
# LOX IMVI: LOX IMVI melanoma | hit rate 7.4% among 79,000
# HS 578T: HS 578T breast cancer; hit rate 4.1% among 78,000; AID 1794788
# Starred values were filed as active, the others as inactive; . = no result given; & = joins results of further samples; [ ] = remark or other dose. The calls were made as follows: active = growth percent below 10; inactive = the rest.
nr	smiles	T-47D	BT-549	MALME-3M	HS 578T	MCF7	MDA-MB-468	LOX IMVI	MDA-MB-231
1	Nc1ncc(-c2ccc(NS(=O)(=O)c3cc(F)c(F)c(F)c3)cc2)[nH]1	83	117	101	96	89	90	95	95
2	COC(=O)C(=Cc1ccccc1[N+](=O)[O-])C(=O)OC	23	.	25	35	15	20	11	48
3	O=C(Nc1ccccc1C1=NCCN1)c1ccc(C(=O)Nc2ccccc2C2=NCCN2)cc1	100	105	99	109	91	105	94	103
4	CN1c2ccccc2S(=O)(=O)n2nc(CSc3nc4ccccc4s3)nc21	77	109	74	101	31	.	90	93
5	CS(=O)(=O)Nc1ccc(C(=O)CCN2CCCCCC2)cc1	94	125	104	109	82	42	101	123
6	CCOC(=O)c1[nH]c2c(c1Cl)CCc1cnoc1-2	102	113	.	106	103	101	108	102
7	Cc1ccc(C2CC(c3ccccc3)=NN2c2nc(-c3cc4ccccc4oc3=O)cs2)cc1 (stereo unspecified)	71	110	108	100	55	67	88	70
8	N#Cc1c(N=Cc2ccc(N3CCCCC3)cc2)oc(-c2ccccc2)c1-c1ccccc1	84	103	121	96	95	.	94	98
9	CC1(C)Oc2cc3oc(=O)ccc3cc2C[C@@H]1OCCS(C)(=O)=O	104	98	103	95	101	106	97	121
10	ONc1nc(NO)nc(N2CCOCC2)n1	93	107	125	85	96	84	97	92
11	O=C(CSc1nc2ccccc2c(=O)n1-c1ccccc1)Nc1cccc(C(=O)/C=C/c2cccc(O[N+](=O)[O-])c2)c1	93	122	108	102	56	100	101	97
12	CCCC(O)c1ccc(C)cc1 (stereo unspecified)	104	109	96	101	101	88	94	103
13	N=C(N)N(Cc1ccccc1)Cc1ccccc1	78	90	77	101	91	81	90	107
14	COc1ccc(CCC(=O)O)c(C(CC(=O)O)C(=O)O)c1OS(=O)(=O)c1ccc(C)cc1 (stereo unspecified)	96	106	120	110	92	100	101	99
15	Cc1ccc(-c2csc3c2c(=O)[nH]c2nnnn23)cc1	99	91	103	108	88	102	98	99
16	CCOC(=O)c1csc(NC(=O)c2ccc(Nc3ccc(Cl)c(Cl)c3)c([N+](=O)[O-])c2)n1	76	91	104	85	88	91	91	97
17	O=C(/C=C/c1cccc(Cl)c1)OCc1ccc2cc1OCC#C/C=C\C#CCO2	85	102	100	101	.	79	88	91
18	CN(Cc1ccccc1)c1ccccc1	173	83	92	100	104	.	90	96
19	COc1ccc(NC(=O)Cn2c(-c3nonc3N)nc3ccccc32)cc1Cl	94	104	90	106	99	117	105	96
20	CCOC(=O)CNC(=O)Cc1ccccc1	103	110	100	107	111	103	98	114
21	NS(=O)(=O)c1ccc(NC(=S)/N=C\c2c(O)[nH]c(=O)[nH]c2=O)cc1	96	103	98	111	101	102	97	103
22	O=C(O)CC(O)c1ccccc1 (stereo unspecified)	85	110	103	103	89	101	99	110
23	CCOC(=O)c1sc2nc(-c3cccc(C#N)c3)nc(N3CCOCC3)c2c1C	82	93	81	80	90	65	97	90
24	CNC(=O)c1ccc(Cl)c(Cl)c1	96	.	107	98	97	97	98	104
25	COc1ccc(C(=O)c2sc3nc(C)cc(C)c3c2N)cc1	61	.	.	83	65	77	77	81

# Record cards, as listed above. Order of screens: T-47D | BT-549 | MALME-3M | HS 578T | MCF7 | MDA-MB-468 | LOX IMVI | MDA-MB-231
# ONc1nc(NO)nc(N2CCOCC2)n1 as listed: 93 | 107 | 125 | 85 | 96 | 84 | 97 | 92
# O=C(Nc1ccccc1C1=NCCN1)c1ccc(C(=O)Nc2ccccc2C2=NCCN2)cc1 as listed: 100 | 105 | 99 | 109 | 91 | 105 | 94 | 103

# Of the compounds above, 5 contain a Cl atom.
nr	smiles	T-47D	BT-549	MALME-3M	HS 578T	MCF7	MDA-MB-468	LOX IMVI	MDA-MB-231
6	CCOC(=O)c1[nH]c2c(c1Cl)CCc1cnoc1-2	102	113	.	106	103	101	108	102
16	CCOC(=O)c1csc(NC(=O)c2ccc(Nc3ccc(Cl)c(Cl)c3)c([N+](=O)[O-])c2)n1	76	91	104	85	88	91	91	97
17	O=C(/C=C/c1cccc(Cl)c1)OCc1ccc2cc1OCC#C/C=C\C#CCO2	85	102	100	101	.	79	88	91
19	COc1ccc(NC(=O)Cn2c(-c3nonc3N)nc3ccccc32)cc1Cl	94	104	90	106	99	117	105	96
24	CNC(=O)c1ccc(Cl)c(Cl)c1	96	.	107	98	97	97	98	104

# Next results
nr	smiles	T-47D	BT-549	MALME-3M	HS 578T	MCF7	MDA-MB-468	LOX IMVI	MDA-MB-231
26	Cc1sc2nc3c4ccccc4c(NCCCN(C)C)nn3c(=O)c2c1C	85	67	-42*	72	24	.	-39*	-24*
27	CC(=O)CC(c1ccccc1)c1ccccc1	.	109	119	.	105	117	107	111
28	COc1cc(C2=NN(c3ccc(S(N)(=O)=O)cc3)C(c3ccc(Cl)cc3)C2)cc(OC)c1OC (stereo unspecified)	20	58	86	58	25	38	43	44
29	COc1cccc(Cn2nc(Nc3ccccn3)nc2N)c1	41	81	97	82	74	68	77	81
30	O=C(Nc1cccc(-n2ccc3c(NC(=O)c4ccccc4)nccc32)c1)c1ccc(N2CCOCC2)c(C(F)(F)F)c1	7.6*	25	53	56	14	-2.7*	9.9*	21
31	O=[P@@]1(c2ccccc2)O[C@H](COCc2ccccc2)[C@@H](OCc2ccccc2)[C@H](OCc2ccccc2)[C@@H]1O	68	84	106	98	79	93	45	73
32	CCCNNC(=O)c1ccc(CNC(=O)/C=C/c2ccccc2)cc1	0.9*[2.5 µM]	77[2.5 µM]	30[2.5 µM]	47[2.5 µM]	31[2.5 µM]	54[2.5 µM]	22[2.5 µM]	56[2.5 µM]
33	COC(=O)[C@]12CC[C@@H](C)[C@H](C)[C@@H]1C1=CC[C@@H]3[C@@]4(C)C[C@@H](O)OC[C@](C)(C=O)C4C(=O)C[C@@]3(C)[C@]1(C)CC2 (stereo partly specified)	-4.5*	-10*	-8.8*	17	6.2*	-0.8*	-34*	-15*
34	O=C(Nc1ccc(Cl)cc1)c1ccc(-n2c(=O)[nH]c3ccccc3c2=O)cc1	73	91	73	78	90	101	90	81
35	C/C(=N/O)c1ccc(NC(=O)CSc2nnc(-c3ccc4nc(-c5ccc(Cl)cc5)[nH]c4c3)o2)cc1	98	-8.1*	-4.6*	13	55	122	-64*	36
36	CC(C)(C)Cc1cssc1=S	97	98	106	93	106	93	.	95
37	CC(O)COCC(C)OC(C)C (stereo unspecified)	101	.	111	118	103	112	101	108
38	Cc1nc2sc(C(=O)Nc3ccc(Br)cc3)c(N)c2cc1C(=O)c1ccc(C(F)(F)F)cc1	77	91	75	55	62	85	85	67
39	CCOc1cc(NC(=O)c2ccccc2)c(OCC)cc1N	101	130	147	100	108	112	100	104
40	COc1cc2c(c(OC)c1OC)-c1ccc(NNC(=S)N(Cc3cccc(C[N+](Cc4cccc(CNC56CC7CC(CC(C7)C5)C6)c4)(Cc4cccc(CNC56CC7CC(CC(C7)C5)C6)c4)Cc4cccc(CN(C(=S)NNc5ccc6c(cc5=O)[C@@H](NC(C)=O)CCc5cc(OC)c(OC)c(OC)c5-6)C56CC7CC(CC(C7)C5)C6)c4)c3)C34CC5CC(CC(C5)C3)C4)c(=O)cc1[C@@H](NC(C)=O)CC2 (stereo partly specified)	52	-4.6*	-48*	7.6*	-25*	-53*	-20*	-26*
41	c1ccc(CN(CCN2CCOCC2)Cc2ccccc2)cc1	95	107	126	111	98	110	87	102
42	CC(=O)c1c[nH]c2c(C)c([N+](=O)[O-])ccc12	86	99	114	92	93	110	96	97
43	COc1ccc(-c2nc3ccccn3c2-c2nnc(-c3ccc(F)cc3)o2)cc1	101	97	125	114	89	93	101	99
44	COC(=O)Cc1nc2ccccc2n1C(=O)N1c2ccccc2Sc2ccccc21	82	107	97	88	90	86	81	92
45	CC(O)CNC(Cc1ccccc1)c1ccc2c(c1)OCO2 (stereo unspecified)	47	58	91	103	92	101	93	100
46	O=C1Cc2cc(CCN3CCN(CCOCCO)CC3)c(Cl)cc2N1Cc1ccc(-c2ccccc2-c2nn[nH]n2)cc1	101	87	92	85	87	83	90	92
47	Cc1ccc(C)n1NC(=O)CN(C(C)C)C(C)C	103	106	93	110	103	182	.	103
48	COc1ccc(S(=O)(=O)Oc2ccc(-c3sc4cc(OS(=O)(=O)c5ccc(OC)cc5)ccc4c3C(=O)c3ccc(OCCN4CCCCC4)cc3)cc2)cc1	94	94	92	107	91	94	101	108
49	CS(=O)(=O)Nc1cc(-c2ccc3ncc(C#N)c(Nc4ccc(F)c(Cl)c4)c3c2)cnc1Cl	-13*	-15*	-39*	-18*	4.0*	-49*	-54*	-0.7*
50	NN(Cc1ccccc1)c1ccccc1	74	110	87	91	87	67	87	87

# (listing goes on)
nr	smiles	T-47D	BT-549	MALME-3M	HS 578T	MCF7	MDA-MB-468	LOX IMVI	MDA-MB-231
51	O=C(O)C(F)(F)F	137&95	121&97	107&107	99&116	97&92	100&99	100&89	119&99
52	O=C(NCCNc1nccc(-c2c(-c3ccc(F)cc3)nc3sccn23)n1)c1cccc(C(F)(F)F)c1	55	.	117	76	31	90	64	77
53	S=C(Nc1ccccc1)Nc1ccc(OCc2nc3ccccc3[nH]2)cc1	36	49	52	51	20	22	.	37
54	O=C(c1ccccc1)c1c(-c2ccccc2)c(C(=O)c2ccccc2)c2ccccc2c1Cl	70	93	79	94	91	72	98	82
55	CCCCCCCNC1=C(OCC)C(=O)c2ccccc2C1=O	90	84	109	94	98	98	95	102
56	Cc1noc(C)c1-c1ccc(=O)n(Cc2cccc3cccnc23)n1	81	87	87	91	80	89	99	81
57	COc1cc(NC(C)=O)ccc1C(=O)NC(=S)Nc1ccc(C(=O)O)cc1	82	67	64	72	83	73	97	96
58	COC(=O)c1[nH]nc2c1C1(C(=O)N(C)c3ccccc31)C(C#N)=C(N)O2 (stereo unspecified)	108	133	103	100	90	97	97	107
59	COc1ccc(-c2nc(S(=O)(=O)c3ccccc3)c(S(=O)CC(=O)N3CCC(C)CC3)o2)cc1 (stereo unspecified)	16	34	-17*	78	24	-15*	-4.1*	25
60	COC(=O)C1(CC(=O)c2ccc3ccccc3c2)NC(=S)NC(=O)C1C#N (stereo unspecified)	109	111	102	87	94	96	103	100
61	CCC1OC(=O)[C@H](C)C(=O)[C@H](C)[C@@H](OC2O[C@H](C)C[C@H](N(C)C)[C@H]2O)[C@](C)(OC)C[C@@H](C)C(=O)[C@H](C)[C@H]2N(CCCCn3cnc(-c4cccnc4)c3)C(=O)O[C@@]12C (stereo partly specified)	97	102	105	65	105	101	92	99
62	CCOC(=O)c1c(C)nc2c(c1N)/C(=C/c1ccc[nH]1)C(=O)N2c1ccc(OC)cc1	88	97	94	87	92	104	99	102
63	OCCN1CCN=C1Cc1ccccc1	105	116	103	103	99	103	101	104
64	C=C(c1ccc(C(=O)O)c(F)c1)c1cc2c(cc1C)C(C)(C)C=CC2(C)C	59	87	54	62	52	94	81	88
65	COc1ccc(/C=C\c2cc(OC)c(OC)c(OC)c2)cc1OCC(=O)Nc1ccc2nc(C)sc2c1	6.4*	38	42	36	21	7.8*	50	37
66	COc1ccc2c(C3=C(c4cn(C)c5ccccc45)C(=O)N(O)C3=O)coc2c1	71	128	98	103	52	104	57	81
67	COc1cc(/C=C2\COc3ccc(O)cc3C2=O)cc(OC)c1	60	66	70	77	8.2*	54	-65*	77
68	CNC(=O)c1cc(-n2ccc3cc(NC(=O)Nc4cccc(C(F)(F)F)c4)ccc32)ccn1	32	40	69	56	38	55	62	86
69	C[C@@H]1CC[C@@H]2[C@@H](C1)Oc1cc(O)ccc1C2(C)C	102	103	105	104	99	97	96	113
70	COc1ccccc1NC1=C(Cl)C(=O)C(Nc2ccccc2OC)=C(Cl)C1=O	89	88	72	85	68	84	74	86
71	CC(=O)Oc1cccc(C(=O)O)c1	95	100	97	103	94	106	98	.
72	CCCCCCCCC(C)C(=O)N1CCCC1C(=O)N1C(CC(=O)CC)CC(C)CC1C(=O)NC(C)C(=O)NC(C)(C)C(=O)NC(C)(C)C(=O)NC(C(=O)NC(C)C(=O)NC(C)(C)C(=O)NC(C)(C)C(=O)NC(C)CN(C)CCO)C(C)CC (stereo unspecified)	-16*	-80*	13	.	-81*	.	-69*	-94*
73	CSc1nc(NCCN2CCOCC2)c(C#N)c(-c2cccc(N)c2)n1	98	98	100	94	94	106	97	91
74	CC1C=CC(C)C(C(=O)c2ccccc2)C1C(=O)c1ccccc1 (stereo unspecified)	91	95	95	95	123	90	91	100
75	CCN(CC)CCOC(=O)c1cc(Cl)cc(N)c1O	97	88	117	101	110	104	98	103

# Next section.
nr	smiles	T-47D	BT-549	MALME-3M	HS 578T	MCF7	MDA-MB-468	LOX IMVI	MDA-MB-231
76	COC(=O)c1c(C)nc(Nc2nc3ccccc3o2)nc1-c1ccc(OC)cc1	94	97	115	116	101	102	106	114
77	CCCCCCCCCOCC(O)COc1ccccc1[N+](=O)[O-] (stereo unspecified)	100&106	98	83&101	89&139	97&96	116&88	96&102	100&105
78	CCOC(=O)c1c2c(n(-c3ccc([N+](=O)[O-])cc3)c1-c1ccccc1)C=CCC2	67	87	.	99	81	81	82	83
79	O=C1[C@H]2Cc3c([nH]c4ccccc34)[C@@H](c3ccc(Br)cc3)N2C(=O)CN1C1CCN(CC2CCCCC2)CC1	45	-3.5*	-82*	-56*	-99*	-85*	-87*	-95*
80	CCOc1cccc(-c2ccccc2)c1	.	.	109	96	96	95	97	94
81	O=C(NC1CC(F)C1)c1cc2cccnc2n1-c1ccc(Cl)c(Cl)c1 (stereo unspecified)	83	101	113	99	98	101	90	97
82	CC(C)=CCC/C(C)=C\C(N)=O	98	.	102	76	98	95	102	110
83	CCOC(=O)c1cc(C(=O)c2ccc(OC)c(OC)c2)n2nc(-c3ccc(Cl)cc3)ccc12	77	104	93	87	79	88	82	96
84	Cc1ccc2c(c1)c(=O)n(-c1ccccc1)c1nnc(Nc3ccccc3)n21	96	70	84	95	92	81	91	65
85	Cc1c(NCC(=O)Nc2nc3ccccc3[nH]2)c(=O)n(-c2ccccc2)n1C	98	110	98	101	89	106	97	99
